Compound activity deposited in PubChem BioAssay by several laboratories.
TLR9-MyD88 inh – blocks human TLR9 binding to MyD88 | Q9NR96+Q99836 | CHO BLA complementation TLR9-MyD88, CCF4 FRET ratio | inhibition, % at 4.98 µM | 0.21% of 340,000 active | AID 504734;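 active = inhibition above the mean over all tested compounds plus 3 SD, cut at about 21% in these data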;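 note: 0% = DMSO only wells and 100% = clavulanate BLA inhibitor control wells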
EBV LMP1 NFkB – reduces LMP1-driven NF-kappaB luciferase signal | 0.69% of 350,000 active | LMP1-induced NF-kappaB luciferase reporter cells, luminescence | AID 504558 | inhibition, % at 12.5 µM; in the data active = inhibition above about 41%;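 note: 0% = neutral control wells and 100% = reference inhibitor control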
TWEAK-Fn14 inh – inhibitors of TWEAK-Fn14 interaction signaling; TWEAK-stimulated Fn14 reporter cells, luciferase luminescence, 8 h; inhibition, % at 10 µM; 2% of 360,000 active; in the data active = inhibition above about 50%
TROY signal inh – inhibitors of TROY-dependent NF-kB signaling; Q293 LMP1-TROYcd NF-kB luciferase reporter, 4 h; inhibition, % at 10 µM; 0.98% of 360,000 active;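 active = compounds whose plate-normalised and pattern-corrected inhibition of the luciferase reporter signal at the single screening dose is 50% or more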
COUP-TFII inh – inhibitors of human COUP-TFII (NR2F2); 0.7% of 370,000 active; P24468; inhibition, % at 8.6 µM; HEK293T NGFI-A luciferase reporter, luminescence;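 active = inhibition above a per-plate cutoff, mean inhibition of test wells between control levels plus 3 SD, cut at about 38% in these data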;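 note: cells cotransfected with COUP-TFII expression vector driving the NGFI-A reporter; 0% = median of COUP-TF2 test wells and 100% = reporter-only cells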
NOD2 RIPK2 PPI – inhibitors of human NOD2-RIPK2 interaction. CHO BLA complementation NOD2-RIPK2, CCF4 ratio. inhibition, % at 4.98 µM. 0.38% of 360,000 active; in the data active = inhibition above about 21%;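 note: 0% = vehicle only and 100% = reference blocker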
SRC1 inh – inhibitors of human steroid receptor coactivator 1 (SRC1); Q15788; HEK293 GAL4-SRC1 luciferase reporter, luminescence; 0.12% of 360,000 active; inhibition, % at 3.6 µM;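 active = inhibition above the campaign mean plus 3 SD, with each screening campaign given its own cutoff, cut at about 60% in these data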;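 note: 0% = DMSO treated cells and 100% = gossypol at 36 µM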
TRAIL sens C8 – caspase-8 TRAIL sensitization. NB7+C8 cells + TRAIL, ATPlite viability luminescence. inhibition (viability loss, TRAIL sensitization), % at 10 µM. 1% of 360,000 active. AID 624354;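 active = compounds causing at least 50% loss of cell viability in the single-dose screen, relative to plate controls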
NCOA3 inh – inhibits human SRC3 coactivator; 0.17% of 360,000 active; inhibition, % at 3.6 µM; AID 588352; Q9Y6Q9; HEK293 GAL4-SRC3 luciferase reporter, luminescence;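 active = inhibition above a per-campaign cutoff, the mean of all compounds plus 3 SD, cut at about 60% in these data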;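 note: 0% = DMSO-treated cells and 100% = gossypol-treated cells at 36 µM; higher means less SRC3-driven luciferase light from the GAL4 reporter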
SRC2 inh – human SRC2 (NCOA2) inhibition | Q15596 | HEK293 GAL4-SRC2 luciferase reporter, luminescence | inhibition, % at 9 µM | 0.17% of 370,000 active;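 active = inhibition above the mean inhibition of all tested compounds plus 3 SD, set per campaign, cut at about 52% in these data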;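 note: 0% = DMSO treated cells and 100% = cells given Gossypol at 36 µM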
LRH-1 inv ag – inverse agonists of human LRH-1 (NR5A2). inhibition, % at 3.6 µM. 0.13% of 360,000 active. HEK293T StAR-luciferase reporter, LRH-1 transfected, 24 h. O00482;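 active = inhibition above the mean inhibition of all tested compounds plus 3 SD, cut at about 73% in these data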;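 note: 0% = DMSO wells and 100% = reporter-only cells lacking LRH-1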
Active calls of the source: *; / = not tested or not shown.

SMILES	TLR9-MyD88 inh	EBV LMP1 NFkB	TWEAK-Fn14 inh	TROY signal inh	COUP-TFII inh	NOD2 RIPK2 PPI	SRC1 inh	TRAIL sens C8	NCOA3 inh	SRC2 inh	LRH-1 inv ag
C=CCCC(=O)N1C[C@H]2CCN(C)[C@H]2C[C@H]1c1ccc(Br)cc1	/	/	12	4	14	8	-1	11	9	-6	5
COCC(=O)NNC(=O)c1ccccc1OC	1	-6	14	10	-2	9	0	-5	19	-12	20
O=[N+]([O-])c1ccc(N2CCCCC2)c(Cl)c1N1CCCCC1	-7	7	-13	8	2	-1	-16	-20	-5	12	8
Cc1cccc(C)c1OCC(O)CN1CCc2ccccc2C1 (configuration not stated)	1	8	21	4	-32	2	-2	18	19	22	15
Cc1ccc(C)c(NC(=O)CN(C)C(=O)CN2C(=O)C3CCCCC3C2=O)c1 (configuration not stated)	-4	0	1	-9	3	-2	-9	8	-4	7	-12
CN(Cc1nc(Cc2cccc(F)c2)no1)CC1CCOCC1	-3	-2	-2	-13	0	-22	-5	0	6	-13	-7
CC12CCC(C(=O)NNc3ccccc3)(OC1=O)C2(C)C (configuration not stated)	-17	-28	0	-9	14	-4	-11	1	1	-8	-13
CN(C)C(CNC(=S)Nc1ccc(Cl)cc1)c1cccnc1 (configuration not stated)	7	-22	-6	-9	-11	-4	-7	2	-9	-20	0
Cc1cc(C)cc(NC(=S)NCCc2ccc(S(N)(=O)=O)cc2)c1	-3	-2	-7	-5	12	-5	17	-4	22	-7	19
COc1ccc(NC(=O)CSc2nc3ccccc3c(=O)n2CCNC(C)=O)c(OC)c1	-4	1	0	5	1	-3	-5	0	13	-1	17
CCC(NC(=O)C1CCC1)c1ccc(C)cc1 (configuration not stated)	2	-1	3	12	-16	2	2	-16	7	-28	6
CCOC(=O)c1c(C)[nH]c(N=Nc2ccc(OC)cc2)c1C	4	-42	-31	-38	-60	-2	-120	-3	-80	-15	-115
O=C(COC(=O)c1ccc(O)cc1O)NC1CCCCCC1	9	4	3	-17	25	2	-2	12	-4	-10	-22
CCCn1c(SCC(=O)OCc2ccccc2)nc2c1c(=O)n(C)c(=O)n2C	-2	-6	10	3	-14	-10	-18	-18	-15	-4	9
Cc1cccc(C)c1N1CCN(CCn2c(=S)[nH]c3ccccc3c2=O)CC1	11	1	-40	23	-2	-9	5	-6	-4	16	13
CC1=C(C(=O)NC2CC(C)(C)Cc3c2cnn3-c2cccc(F)c2)OCCO1 (configuration not stated)	-1	5	-1	-15	3	1	10	13	-15	-21	-10
COc1cccc(OC)c1C(=O)Nc1nc2cc3c(cc2s1)OCO3	-1	-1	-9	8	-37	-2	12	0	15	-4	-9
CC(=O)Nc1ccc(S(=O)(=O)NCc2ccc3[nH]c(C)cc3c2)cc1	-3	1	1	2	-11	1	5	-4	5	-15	-21
CC(C)n1cnnc1SCC(=O)NC(=O)c1ccccc1	-4	1	7	7	-7	3	8	-9	-3	-22	-9
Cc1ccc(NC(=O)COC(=O)C2CC(=O)N(Cc3ccccc3)C2)cc1F (configuration not stated)	1	-1	-6	0	22	-4	-3	-11	1	-25	-15
COc1ccc(S(=O)(=O)N2CCN(CC(O)COc3ccc(C#N)cc3)CC2)cc1OC (configuration not stated)	-1	0	10	11	1	5	-39	-17	11	12	0
COc1ccc(-c2csc(N3C(=O)C4C5c6ccccc6C(c6ccccc65)C4C3=O)n2)cc1 (configuration not stated)	0	0	11	2	9	-3	-2	0	-6	6	-17
Cc1cccc(-n2ncc3c(NCc4cccnc4)ncnc32)c1	4	-26	4	-38	-27	-17	-72	25	-109	-58	-125
Cc1ccc(C(=O)c2sc(Nc3ccccc3)c(C#N)c2N)cc1	-12	-6	17	4	-3	-21	6	-11	4	13	4
COc1ccc(CNCCC(c2ccccc2)c2ccc3c(c2)OCO3)cc1 (configuration not stated)	-4	-19	-24	15	-3	2	12	4	-4	6	6
Cc1ccc(C(C)C)c(OCC(=O)NNC(=O)Nc2ccccc2)c1	-9	4	11	30	0	-6	-16	22	3	2	3
CCCC(=O)C1=C(O)C(C(=O)OC)C(C)(C)CC1=Nc1ccc(OC)cc1 (configuration not stated)	5	-3	-4	12	-24	-3	4	-6	26	-18	-2
COc1ccc(C(=O)COC(=O)Cn2c(C)csc2=O)c(OC)c1	-2	2	-31	-42	-16	4	-25	-7	2	-15	-6
CC(=C\c1ccccc1)/C=C1/SC(=O)N(CCCC(=O)Nc2ccc(C(=O)O)cc2)C1=O	0	-2	-2	-22	21	3	-53	7	-50	21	-43
COC(=O)c1cc2occc2n1Cc1nc(-c2ccccc2F)oc1C	-6	1	-33	-1	-13	11	6	1	19	2	0

A few values from the list.
CN(C)C(CNC(=S)Nc1ccc(Cl)cc1)c1cccnc1 (configuration not stated) in SRC2 inh has -20
Cc1ccc(NC(=O)COC(=O)C2CC(=O)N(Cc3ccccc3)C2)cc1F (configuration not stated) in LRH-1 inv ag has -15

Taken from the results shown for reference:
SMILES	TLR9-MyD88 inh	EBV LMP1 NFkB	TWEAK-Fn14 inh	TROY signal inh	COUP-TFII inh	NOD2 RIPK2 PPI	SRC1 inh	TRAIL sens C8	NCOA3 inh	SRC2 inh	LRH-1 inv ag
CC(=O)Nc1ccc(S(=O)(=O)NCc2ccc3[nH]c(C)cc3c2)cc1	-3	1	1	2	-11	1	5	-4	5	-15	-21
CC(C)n1cnnc1SCC(=O)NC(=O)c1ccccc1	-4	1	7	7	-7	3	8	-9	-3	-22	-9
Cc1ccc(NC(=O)COC(=O)C2CC(=O)N(Cc3ccccc3)C2)cc1F (configuration not stated)	1	-1	-6	0	22	-4	-3	-11	1	-25	-15
COc1ccc(S(=O)(=O)N2CCN(CC(O)COc3ccc(C#N)cc3)CC2)cc1OC (configuration not stated)	-1	0	10	11	1	5	-39	-17	11	12	0
COc1ccc(-c2csc(N3C(=O)C4C5c6ccccc6C(c6ccccc65)C4C3=O)n2)cc1 (configuration not stated)	0	0	11	2	9	-3	-2	0	-6	6	-17
Cc1cccc(-n2ncc3c(NCc4cccnc4)ncnc32)c1	4	-26	4	-38	-27	-17	-72	25	-109	-58	-125
Cc1ccc(C(=O)c2sc(Nc3ccccc3)c(C#N)c2N)cc1	-12	-6	17	4	-3	-21	6	-11	4	13	4
COc1ccc(CNCCC(c2ccccc2)c2ccc3c(c2)OCO3)cc1 (configuration not stated)	-4	-19	-24	15	-3	2	12	4	-4	6	6
Cc1ccc(C(C)C)c(OCC(=O)NNC(=O)Nc2ccccc2)c1	-9	4	11	30	0	-6	-16	22	3	2	3
CCCC(=O)C1=C(O)C(C(=O)OC)C(C)(C)CC1=Nc1ccc(OC)cc1 (configuration not stated)	5	-3	-4	12	-24	-3	4	-6	26	-18	-2
COc1ccc(C(=O)COC(=O)Cn2c(C)csc2=O)c(OC)c1	-2	2	-31	-42	-16	4	-25	-7	2	-15	-6
CC(=C\c1ccccc1)/C=C1/SC(=O)N(CCCC(=O)Nc2ccc(C(=O)O)cc2)C1=O	0	-2	-2	-22	21	3	-53	7	-50	21	-43
COC(=O)c1cc2occc2n1Cc1nc(-c2ccccc2F)oc1C	-6	1	-33	-1	-13	11	6	1	19	2	0

Additional records
SMILES	TLR9-MyD88 inh	EBV LMP1 NFkB	TWEAK-Fn14 inh	TROY signal inh	COUP-TFII inh	NOD2 RIPK2 PPI	SRC1 inh	TRAIL sens C8	NCOA3 inh	SRC2 inh	LRH-1 inv ag
COc1ccc(CC(=O)NNC(=O)c2ccoc2C)cc1OC	2	-2	4	-3	-25	-10	-14	6	4	-2	20
Clc1ccc(Cc2nc(-c3cccnc3)no2)cc1	-13	-4	-16	-23	5	4	-1	10	-9	-10	24
COc1ccc(CC2(CO)CCN(Cc3cnc(-c4ccccc4C)nc3)CC2)cc1	-2	13	6	14	12	-3	0	15	-7	21	-10
C[C@H](CO)N1C[C@H](C)[C@@H](CN(C)S(C)(=O)=O)Oc2ccc(NC(=O)NC3CCCCC3)cc2C1=O	-6	1	0	-3	-1	-2	6	-19	-7	6	-27
CC(C)NC(=O)Cc1ccc(Br)cc1	5	2	-12	-9	4	-8	-22	-2	-16	17	5
COc1ccc(OCc2nn[nH]n2)cc1	-14	4	-10	5	19	-5	16	-2	1	12	3
O=C(c1ccccc1)N1CCC(c2nc3c(nnn3Cc3ccco3)c(=O)[nH]2)CC1	3	4	-4	-8	-4	-4	8	-21	7	-22	-35
COc1ccc(N2CCN(CCCn3ccc(NC(=O)OCc4ccccc4)nc3=O)CC2)cc1	4	0	16	8	15	2	5	-6	5	-22	10
CC(C)NC(=O)c1ccccc1NC(=O)C1COc2ccccc2O1 (configuration not stated)	-2	6	3	13	1	-6	2	-5	16	-8	17
CCCC(c1nnnn1C1CCCC1)N1CCN(c2ccccc2F)CC1 (configuration not stated)	-2	-2	-2	2	4	2	8	6	14	7	17
CC(/C=N/NC(=O)Cc1cccs1)=C\c1ccccc1	-5	-24	-9	-84	-24	-9	-120	-1	-101	-49	-85
O=C(CSc1nnc(NC(=O)c2ccco2)s1)NC1CCCC1	8	9	-6	0	20	2	7	3	1	-1	26
O=C(NCc1ccc2c(c1)OCO2)C1CCN(S(=O)(=O)N2CCOCC2)CC1	6	2	16	8	-5	-11	-16	-6	10	-9	1
CN(C)C(=O)c1nc2ccc(Cl)cn2c1CNCc1ccccc1OC(F)(F)F	-7	0	2	0	18	-2	14	5	12	18	-7
c1ccc(-c2csc(CN3CCCCC3)n2)cc1	2	-3	6	-22	-50	3	-92	15	-143	-90	-37
C[C@H](CO)N1C[C@H](C)[C@@H](CN(C)C(=O)Nc2ccc(C(F)(F)F)cc2)Oc2c(NC(=O)Nc3ccc(C(F)(F)F)cc3)cccc2C1=O	1	-9	11	14	4	-9	6	25	15	0	-16
Cn1cnc2cc(NC(=O)c3ccc(Cl)cc3)ccc21	5	-15	-1	-51	-26	8	-92	10	-118	-57	-161
CCOc1ccc(Nc2nc(NCC3CCCO3)c3ccccc3n2)cc1 (configuration not stated)	-7	14	27	48	60*	-14	-6	32	1	8	0
COc1ccc(Cl)cc1-c1cc(C(=O)Nc2ccc(C(C)(C)C)cc2)[nH]n1	/	/	-58	-5	-24	-9	10	18	0	6	-25
COCCN1Cc2cc3cc(C)ccc3nc2SC1=Nc1cccc(OC)c1	-4	-9	16	-11	1	4	-12	-6	4	-6	2
COc1ccc(C2=CC(=O)C[C@H](COCc3ccccc3)N(C(=O)OC(C)(C)C)O2)cc1	5	-6	15	-10	12	1	-3	7	-42	7	-6
COc1cccc(CN(C)C(=O)c2ccc(S(=O)(=O)Nc3ccccc3C)cc2)c1OC	-8	-2	-16	11	0	-16	4	5	-6	-2	8
CCOCCCNC(=O)c1ccc2c(c1)ncn2-c1cccc(C)c1	3	2	-9	-6	7	-3	-20	4	2	-8	-15

A portion of the library (hit frequency here may not be typical).
